Screens (PubChem)
H1N1 NS1A inhibition: NS1A inhibition, H1N1 influenza, cell based functional assay (AID 504329); NS1A functional cell-based assay, percent inhibition; higher % means a stronger effect; 0.3% of 340,000 active; inhibition, % at 12.5 µM, or IC50 in µM where a hit was titrated; in the data active = a potency from the dose series; inconclusive = inhibition above about 27% without an active follow-up result; note: strong numbers were not always called active
M. tuberculosis HTS: M. tuberculosis growth inhibition, HTS (AID 449762); M. tuberculosis H37Rv growth inhibition, 7H9 media; higher % means a stronger effect; inhibition, % at 25 µM; hits with a dose series show IC50 in µM; 0.59% of 330,000 active; in the data active = a potency from the dose series; inconclusive = inhibition above about 70% without an active follow-up result;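 note: bacterial growth assessed after seven days of incubation; strong numbers were not always called active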
inhibitors of VEEV: inhibitors of VEEV TC-83 cytopathic effect, confirmation, Vero cells (AID 588727); Vero cells, VEEV TC-83 cytopathic effect inhibition; higher % means a stronger effect; inhibition, % at 20 µM; hits with a dose series show IC50 in µM; 0.13% of 350,000 active; in the data active = a potency from the dose series; inconclusive = inhibition mostly from about 14% at the one dose, without a potency; inactive = the rest, 99 in 100 with inhibition below about 12%; note: strong numbers were not always called active
PhoP GFP inhibition: Inhibition of PhoP regulon, Salmonella typhi GFP reporter cells, confirmation, 4 h (AID 1850) | Salmonella Typhi PhoP-promoter GFP reporter, fluorescence, 4 h; higher % means a stronger effect | 0.33% of 310,000 active | one-dose inhibition, % at 50 µM; IC50 in µM for titrated hits; in the data active = a potency from the dose series; inconclusive = inhibition mostly from about 25% at the one dose, without a potency; inactive = the rest, 99 in 100 with inhibition below about 19%;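 note: 0% = induced wells with vehicle and 100% = uninduced wells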
tuberculosis growth: growth inhibition of non-replicating M. tuberculosis (AID 488890). 0.39% of 320,000 active. inhibition, % at 25 µM; hits with a dose series show IC50 in µM. Mycobacterium tuberculosis non-replicating, growth inhibition; higher % means a stronger effect; in the data active = a potency from the dose series; inconclusive = inhibition mostly from about 82% at the one dose, without a potency; inactive = the rest, 99 in 100 with inhibition below about 76%;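 note: plate controls were DMSO cells for no effect and high antibiotic wells for full effect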
inhibitors of VEEV 10K pilot screen: further read-out of inhibitors of VEEV, marked with its call; inhibition, %; measured here: 10K pilot screen inhibition
The depositor's hits bear a star; i = inactive; ? = inconclusive; . = no result given.

SMILES | H1N1 NS1A inhibition | M. tuberculosis HTS | inhibitors of VEEV | PhoP GFP inhibition | tuberculosis growth | others
O=C(O)Cn1cc(F)c(=O)[nH]c1=O | . | 2.0% | . | 6.2% | 32.7%
Cc1ccc(C2=NN(S(C)(=O)=O)C(c3cccs3)C2)cc1 (stereo unspecified) | 0.4% | -6.1% | i | 0.8% | -2.4%
CSc1ccccc1NC(=O)C(C)N(C)CC(=O)N1CCN(Cc2ccccc2)CC1 (stereo unspecified) | -9.3% | . | 0.6% | . | .
O=C(CSc1nnc(Nc2ccccc2F)s1)NC1CCS(=O)(=O)C1 (stereo unspecified) | -7.6% | 0.9% | 0.1% | . | -3.8%
CC(=O)c1cccc(NC(=O)Nc2ccc(C)cc2)c1 | 3.0% | -2.9% | 3.2% | 6.7% | -5.1%
Nc1ccccc1-c1ccc(Cl)cc1 | -16.7% | . | i | . | .
CC(C)C(NC(=O)c1ccccc1)c1nnc(SCC(=O)Nc2nccs2)n1C (stereo unspecified) | -3.0% | -7.4% | 4.8% | -8.7% | 17.1%
CC(=O)NNc1cccc(Cl)n1 | 5.0% | -9.0% | 1.2% | 4.1% | -12.0%
O=C(/C=C/c1ccc(F)cc1)NC(=S)Nc1ccccc1 | -18.8% | 5.8% | i | 2.0% | ?
O=C(CSc1ccccc1C(=O)NCc1ccccc1)NC1CCCCCCC1 | -6.6% | 5.2% | 5.2% | -5.8% | 19.6%
O=C(COc1ccccc1[N+](=O)[O-])NCC1(N2CCCCC2)CCCCC1 | -10.0% | -12.0% | 0.8% | . | -1.0%
COc1ccc(C(=O)N2CCN(c3ncccn3)CC2)cc1[N+](=O)[O-] | -14.3% | -0.4% | 0.7% | -8.4% | 15.8%
Cc1cc(/C=N/O)c(C)n1-c1ccc(Br)cc1 | 12.1% | 20.1% | 0.2% | -6.4% | 63.4%
CC(C)C(=O)Nc1cccc2nsnc12 | -3.8% | -6.2% | 0.1% | 4.4% | 25.6%
O=C(O)CCC1(CCC(=O)O)CCCC(CCC(=O)O)(CCC(=O)O)C1=O | -18.0% | . | i | . | .

Overlap with the part before: 7 compounds, followed by the next part.
SMILES | H1N1 NS1A inhibition | M. tuberculosis HTS | inhibitors of VEEV | PhoP GFP inhibition | tuberculosis growth | others
O=C(/C=C/c1ccc(F)cc1)NC(=S)Nc1ccccc1 | -18.8% | 5.8% | i | 2.0% | ?
O=C(CSc1ccccc1C(=O)NCc1ccccc1)NC1CCCCCCC1 | -6.6% | 5.2% | 5.2% | -5.8% | 19.6%
O=C(COc1ccccc1[N+](=O)[O-])NCC1(N2CCCCC2)CCCCC1 | -10.0% | -12.0% | 0.8% | . | -1.0%
COc1ccc(C(=O)N2CCN(c3ncccn3)CC2)cc1[N+](=O)[O-] | -14.3% | -0.4% | 0.7% | -8.4% | 15.8%
Cc1cc(/C=N/O)c(C)n1-c1ccc(Br)cc1 | 12.1% | 20.1% | 0.2% | -6.4% | 63.4%
CC(C)C(=O)Nc1cccc2nsnc12 | -3.8% | -6.2% | 0.1% | 4.4% | 25.6%
O=C(O)CCC1(CCC(=O)O)CCCC(CCC(=O)O)(CCC(=O)O)C1=O | -18.0% | . | i | . | .
COC(=O)Cn1c(=NC(=O)C2CC2)sc2c(C)cc(C)cc21 | 0.9% | 5.4% | 1.2% | 6.3% | 42.5%
CNP1(NC)=Nc2nn(-c3ccccc3)c(N)c2C(c2ccccc2)=N1 | 0.7% | -4.1% | 0.3% | 11.4% | 13.7%
CC(C)NC(=O)C1CCN(C2CCN(C(=O)c3cc4c(s3)CCCCC4)CC2)CC1 | -6.9% | -4.7% | 0.4% | -6.9% | 18.9%
Cc1ccc2nc(SCC(=O)NC3CCCC3)[nH]c2c1 | -8.0% | -8.1% | 0.7% | 1.6% | 29.8%
O=c1c2sccc2[nH]c(=S)n1Cc1ccccc1 | -0.2% | 0.6% | 0.8% | -0.7% | -7.9%
CC1CCN(C2=NN3C(=N)/C(=C\c4ccc(OC(=O)c5ccco5)cc4)C(=O)N=C3S2)CC1 | 0.3% | ? | 8.1% | -2.3% | ? | inhibitors of VEEV 10K pilot screen=4.7
COc1ccccc1/C=C(\C)C(=O)c1c(C)cc(C)[nH]c1=O | 20.3% | -8.4% | 2.2% | 2.3% | 4.2%
CCOC(=O)N1CCC(N(C(=O)Nc2ccc(Cl)c(Cl)c2)C(C)CC)CC1 (stereo unspecified) | 6.1% | ? | 0.9% | 7.7% | 60.0%
COCCN1C(=O)/C(=C/c2ccc(OCc3ccc(C(=O)O)cc3)c(OC)c2)SC1=Nc1ccccc1 | 11.0% | 9.6% | 4.7% | -5.8% | -1.0%
COc1ccc(OCC(=O)N2c3ccc(C)cc3C3CN(C)CCC32)cc1 (stereo unspecified) | 8.4% | 3.9% | i | 6.8% | -16.2%
NCC1CC2c3ccccc3C1c1ccccc12 (stereo unspecified) | -1.4% | 4.0% | 0.2% | 3.4% | 9.2%
CCOC(=O)c1c(C)[nH]c(C(=O)Cn2c(=O)c3c(ncn3CC)n(Cc3ccccc3)c2=O)c1C | 2.5% | 1.5% | 7.7% | 9.2% | 18.9%
COCc1nc2ccccc2n1CCc1ccccc1 | -18.3% | 1.8% | 0.3% | -2.0% | 6.1%
COc1cc(C(=O)Nc2ccc(S(=O)(=O)Nc3cnc4ccccc4n3)cc2)cc(OC)c1OC | -7.1% | 9.1% | 0.2% | 5.2% | 10.8%
Nc1nnc(SC2CC(=O)N(c3ccccc3)C2=O)s1 (stereo unspecified) | 8.8% | -1.3% | 8.0% | 1.8% | 29.6%
CN(c1cccc(Cl)c1)S(=O)(=O)c1cccc(C(=O)Nc2ccc3c(c2)CCC3)c1 | -0.9% | 1.8% | 3.8% | 2.6% | 4.7%
CCCN1CCC(NC(=S)Nc2ccc(C(=O)OCC)cc2)CC1 | -8.2% | -6.5% | 0.0% | 0.6% | 4.6%
COc1ccc(-c2cn[nH]c2-c2ccc(OCc3ccccc3)cc2O)cc1 | 13.2% | 16.7% | 3.1% | 13.8% | -4.1%
CC(C)C(=O)Nc1ccc(NC(=O)c2ccco2)cn1 | -0.7% | -5.0% | i | 3.5% | -8.3%
Cc1ccc(S(=O)(=O)Cc2ccc(C(=O)O)o2)cc1 | -1.6% | -0.8% | 0.2% | -18.0% | 23.8%
COC(=O)C1=C(C(=O)OC)C(c2cc(Cl)ccc2O)c2sc(=O)[nH]c2S1 (stereo unspecified) | 9.3% | -6.7% | 1.3% | -18.8% | i
C/C(Cc1nnn(-c2cc(C)on2)n1)=N\O | . | 6.2% | 1.5% | 1.3% | -8.6%
COc1ccc(C(CNC(=O)CCNS(=O)(=O)c2ccc(Br)cc2)N2CCCC2)cc1 (stereo unspecified) | -3.0% | . | 1.1% | . | .
C=C(C)c1cccc(C(C)(C)NC(=O)Nc2cccnc2)c1 | 22.2% | -7.5% | 0.8% | 0.5% | 8.2%
CCOc1ccccc1OCC(=O)OCC(=O)NNC(=O)c1ccc([N+](=O)[O-])cc1 | -10.7% | -9.3% | 0.6% | -1.8% | -0.5%
S=C(NN=C(C1CC1)C1CC1)Nc1ccccc1 | 0.7% | -5.8% | 2.4% | -2.4% | 14.7%
O=C(NCCc1ccccn1)c1cccc(S(=O)(=O)N2CCc3ccccc32)c1 | -1.8% | 0.6% | 1.1% | -3.1% | 9.3%
Cc1cccnc1NC(=O)Cn1nc(C)c([N+](=O)[O-])c1C | -4.3% | 0.9% | 4.0% | 0.8% | -24.6%
COc1ccccc1-n1c(-c2ccco2)n[nH]c1=S | -18.5% | 3.1% | 3.8% | -2.4% | 0.7%
O=C(NC(=S)Nc1ccc(Br)cc1)C1CCCCC1 | -2.4% | -8.7% | 1.6% | -3.8% | ?
N#Cc1cc2c(nc1SCc1ccncc1)CCC2 | -7.3% | -6.4% | 0.9% | 0.6% | 13.9%
COc1ccc(C)cc1-n1nnnc1SC(C)C(=O)NC1CCCC1 (stereo unspecified) | -4.9% | 9.2% | 4.2% | . | 22.6%
CCc1ccccc1N1C(=O)c2cccc3c(N4CCOCC4)c([N+](=O)[O-])cc(c23)C1=O | 14.5% | ? | 4.8% | 4.0% | 17.5%
COc1cc(C2C3C(=O)N(Cc4ccccc4)C(=O)C3ON2c2ccccc2)cc(OC)c1O (stereo unspecified) | -3.5% | -3.2% | 3.6% | -2.4% | 23.1%
O=S(=O)(/N=S1/CC=CCN1S(=O)(=O)c1ccccc1)c1ccccc1 (stereo unspecified) | 2.0% | -2.0% | 0.0% | 4.7% | 17.5%
CC(C)N(C(=O)[C@H]1C[C@H](CC(=O)NCc2cccc(C(F)(F)F)c2)C(=O)N2CCc3c([nH]c4cc(-c5ccco5)ccc34)[C@]12C)C(C)C | -3.7% | . | 1.4% | . | .
Cc1ccc(/C=N\NC(=O)Cn2nnc3ccccc32)o1 | 19.5% | -7.0% | 1.4% | -3.0% | 1.2%
CCc1cc(=O)oc2c(CN3CCN(C)CC3)c(O)c(Cl)cc12 | -9.4% | -2.2% | 1.3% | -7.6% | 4.9%
CCc1cc2cc(C(=O)N3CCN(c4ccccc4)CC3)sc2s1 | -18.8% | -8.3% | 0.9% | 4.6% | -5.1%
Cc1cc(C(=O)CSc2nnc(-c3ccc(Cl)cc3)n2C)c(C)n1CC1CCCO1 (stereo unspecified) | 4.3% | -0.4% | 0.4% | -1.3% | 6.0%
CCCCn1c(N)c(N(CC(C)C)C(=O)c2cc(Cl)nc3ccccc23)c(=O)[nH]c1=O | -16.0% | 0.3% | 3.7% | 0.2% | 19.8%
CCOc1ccc(CCNC(=O)c2ccc(C)c(S(=O)(=O)N3CCOCC3)c2)cc1OCC | 2.9% | . | 6.2% | . | .
CCOC(=O)c1c(C)c(C(=O)NCCOC)c(C)n1CC | 6.3% | 0.3% | 1.4% | 1.4% | -13.3% | inhibitors of VEEV 10K pilot screen=1.3
CC1(NC(=S)NCCCCCCNC(=S)NC2(C)CCS(=O)(=O)C2)CCS(=O)(=O)C1 (stereo unspecified) | -0.9% | 0.0% | 2.0% | 2.8% | 1.2%
Cc1ccc(OCC(=O)Nc2ccc(-c3nc4ncccc4o3)cc2)c(C)c1 | -0.9% | 35.3% | 0.4% | -7.8% | 4.0%
Cc1cc(=O)c2cc(NC(=O)c3ccccc3Cl)ccc2[nH]1 | -6.1% | 2.2% | 0.6% | -0.2% | -14.0%
Cc1ccc(-c2cc3c(N=O)c4ccccc4c-3n[nH]2)cc1 | -12.3% | 7.8% | 0.4% | 3.5% | 12.3%
COc1cc2nc(C(C)(C)C)oc(=O)c2cc1OC | -1.1% | 40.9% | 0.8% | 2.5% | 13.9%
CC1=C(C(=O)OC(C)(C)C)C(c2ccc(Br)cc2)NC(=O)N1CCCC(=O)O (stereo unspecified) | . | -1.2% | . | -2.3% | -12.5%
Cc1ccc2cc(-c3noc(C(C)(C)C)n3)c(=O)[nH]c2c1 | -6.4% | -9.7% | 1.5% | -10.0% | 8.7%
Cc1ccc(CN2CC(C(=O)N(CC(C)C)c3c(N)n(Cc4ccccc4)c(=O)[nH]c3=O)CC2=O)cc1 (stereo unspecified) | -15.8% | . | 2.1% | . | .
CCOc1cc(C#N)c(NC(=O)Cn2nnc3ccccc32)cc1OCC | 0.4% | -3.6% | 1.0% | 14.5% | 0.6%
CCOC(=O)N1CCN(C(=O)CSc2nnc(-c3cccc(OC)c3)o2)CC1 | -17.7% | ? | 1.8% | 3.1% | ?
NC(=O)COc1cc2oc(=O)c3c(c2cc1Cl)CCCC3 | -11.9% | 1.5% | 3.9% | -9.7% | -1.3%
CSCCCN1CCCC(CO)(Cc2ccc(F)cc2)C1 (stereo unspecified) | -0.5% | 4.0% | i | 5.4% | 3.3%
COc1cc(/C=C2/SC(=S)N(C)C2=O)ccc1OC(=O)c1ccco1 | -1.0% | 10.1% | 1.9% | -0.6% | 31.5%
O=C(CCC(=O)N1CCOc2ccc(Cl)cc21)NCCCN1CCOCC1 | 3.0% | -2.4% | 0.6% | -5.4% | -6.5%
CC(C)(C)NC(=O)NC(=O)CSc1cccc(C(F)(F)F)c1 | -5.6% | 0.6% | 0.1% | 0.2% | 75.2%
O=C(CN1CCNCC1)Nc1ccccc1Cl | -0.3% | -5.2% | i | 2.7% | -6.7%
CCCN(CCC)S(=O)(=O)c1ccc(C(=O)Nc2ccc(OCC(=O)N3CCOCC3)cc2)cc1 | 0.1% | -9.4% | i | -3.6% | 25.4%
